Screening results as filed in PubChem BioAssay.
Pin1 inh: blocks the human prolyl isomerase Pin1. Pin1 FP peptide displacement, HiFluor488, 10 min. 390,000 compounds, 0.009% hits. Potency, µM (series often up to 115 µM), inactives show top-dose activity, negative = inhibition, most hits filed as inhibitors. AID 504891. Q13526; active = well fitted inhibition curve with a large enough effect in the polarisation, with a control signal flat, not every such curve was filed as active; inconclusive = small, poorly fitted or top-dose-only effect, or effect the other way, or a change in a side signal; inactive = no such curve, though single readings can be large or run the other way; the % refers to the polarisation; also: % is scaled to controls: 0 for no effect and ±100 for the full control effect
Target sequence (Q13526 whole entry, looked up): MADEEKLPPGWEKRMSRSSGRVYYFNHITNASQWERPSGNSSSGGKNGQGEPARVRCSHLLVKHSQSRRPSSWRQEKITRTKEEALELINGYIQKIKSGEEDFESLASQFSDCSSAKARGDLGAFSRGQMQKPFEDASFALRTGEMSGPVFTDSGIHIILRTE
HP1b chromo inh: HP1-beta chromodomain-methylated histone interaction inhibition; P83916; AlphaScreen HP1-beta / biotin-H3K9me3 peptide binding; Potency, µM (series often up to 114 µM), inactives show at the top dose activity change, negative = inhibition, usual class: inhibitors; 390,000 compounds, 0.56% hits; also: nearly all actives have a fitted effect of over 70% in size; inactives centre near 23
Target sequence (P83916 whole entry, looked up): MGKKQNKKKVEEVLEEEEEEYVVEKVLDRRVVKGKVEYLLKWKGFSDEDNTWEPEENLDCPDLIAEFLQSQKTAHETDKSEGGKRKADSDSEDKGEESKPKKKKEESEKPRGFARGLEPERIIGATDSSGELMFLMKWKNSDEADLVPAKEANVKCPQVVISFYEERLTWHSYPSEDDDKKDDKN
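AlphaScreen: HP1-beta (50 nM) preformed 30 min with biotin-H3(1-18)K9me3 peptide (50 nM) in PBS pH 7.4, 0.01% Tween-20. Compound added for 30 min at RT, then streptavidin donor/nickel chelate acceptor beads (10 ug/mL) for 30 min.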
12-LOX inh: inhibitors of human 12S-lipoxygenase ALOX12; P18054; purified 12hLO, xylenol orange hydroperoxide absorbance; Potency, µM (highest dose often 108 µM), without a hit: top-dose activity change, negative = inhibition, usual class: inhibitors; 580,000 compounds, 1.1% hits; also: % is scaled to controls: 0 for no effect and ±100 for the full control effect
Target sequence (P18054 whole entry, looked up): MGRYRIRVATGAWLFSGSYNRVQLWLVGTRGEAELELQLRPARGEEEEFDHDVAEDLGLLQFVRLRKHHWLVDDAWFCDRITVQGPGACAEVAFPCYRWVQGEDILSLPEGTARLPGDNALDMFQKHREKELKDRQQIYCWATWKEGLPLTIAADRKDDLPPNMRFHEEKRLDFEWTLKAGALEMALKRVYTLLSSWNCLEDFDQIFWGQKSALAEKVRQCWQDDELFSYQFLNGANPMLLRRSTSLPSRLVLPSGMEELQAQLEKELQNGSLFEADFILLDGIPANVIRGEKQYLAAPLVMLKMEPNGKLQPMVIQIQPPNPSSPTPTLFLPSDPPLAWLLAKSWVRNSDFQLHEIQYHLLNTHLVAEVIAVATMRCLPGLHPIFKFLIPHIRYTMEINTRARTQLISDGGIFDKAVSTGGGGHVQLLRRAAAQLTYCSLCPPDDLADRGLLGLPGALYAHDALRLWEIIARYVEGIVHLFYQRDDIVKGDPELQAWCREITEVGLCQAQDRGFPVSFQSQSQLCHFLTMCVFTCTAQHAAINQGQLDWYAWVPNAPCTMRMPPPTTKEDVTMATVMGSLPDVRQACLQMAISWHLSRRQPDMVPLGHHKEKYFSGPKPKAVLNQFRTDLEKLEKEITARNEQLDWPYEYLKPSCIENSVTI
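Purified human 12hLO at 150 nM in 25 mM Hepes, 0.01% Triton X-100, pH 7.0, preincubated 15 min at room temperature with compound. Reaction started with 40 uM arachidonic acid, 30 min at room temperature. Hydroperoxide measured by Fe-xylenol orange, 573/405 nm absorbance ratio.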
ERG Ets-DNA blk: blocks human ERG Ets domain binding to DNA | P11308 | fluorescence polarization, His-ERG Ets domain / labelled DNA | Potency, µM (doses to about 76.9 µM), for inactives: top-dose FP activity, negative = inhibition, actives largely listed as inhibitors | 370,000 compounds, 0.028% hits | AID 624246; active = well fitted inhibition curve with a large enough effect in the polarisation, with a control signal flat; inconclusive = small, poorly fitted or top-dose-only effect, or effect the other way, or a change in a side signal; inactive = no such curve, though single readings can be large or run the other way; the % refers to the polarisation;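 also: polarization taken with two DNA probes labelled with fluorescein and Texas red; % of control where 0% means no effect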
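His-tagged ERG Ets domain (1 uM in the protein solution; 300mM KCl, 50mM Tris-HCl, 1mM EDTA, 1mM DTT, pH 7.5) received compound, then a probe mix of 5 nM fluorescein-DNA and 100nM Texas-615-DNA. Fluorescence polarization was read for both dyes.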
GLS inh: inhibitors of human glutaminase (GLS) | AID 624170 | Potency, µM (highest dose often 45.5 µM), for inactives: at the highest dose activity change, negative = inhibition, usual class: inhibitors | O94925 | GLS enzymatic activity, qHTS titration | 410,000 compounds, 0.21% hits; also: % is scaled to controls: 0 for no effect and ±100 for the full control effect
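hKGA in 45 mM KH2PO4 pH 8.2, 0.02% Tween-20 with pin-transferred compounds; 1 mM L-glutamine (stock) plus glutamate oxidase/HRP/Amplex Red coupling added. Fluorescence read initially and after 30 min at RT.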
JMJD2A Tudor inh: JMJD2A Tudor domain (human) inhibition. O75164. AlphaScreen JMJD2A-Tudor / H3K4me3 peptide binding. Potency, µM (series often up to 114 µM), inactives show top-dose activity change, negative = inhibition, most hits filed as inhibitors. 390,000 compounds, 4.4% hits; also: % is scaled to controls: 0 for no effect and ±100 for the full control effect; nearly all actives have a fitted effect of over 50% in size
RGS4 inhibitor: blocks human RGS4-accelerated GTP hydrolysis; P49798; Transcreener GDP fluorescence polarization, RGS4-accelerated GTP hydrolysis; Potency, µM (titrated, usually from 114 µM), without a hit: at the highest dose activity change, negative = inhibition, most hits filed as inhibitors; 390,000 compounds, 0.039% hits; also: % is scaled to controls: 0 for no effect and ±100 for the full control effect; nearly all actives have a fitted effect of over 75% in size; some results filed as inactive show a strong effect at the top dose
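MLSMR compounds (23 nl, pin-transferred) preincubated 10 min at room temperature with a 500nM (2x) first reagent, then RGS4 at 900nM (2x) plus Transcreener GDP mix added; fluorescence polarization (620/688 nm) read before and after 90 min at 30 °C.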
TrxR1 inh: rat TrxR1 inhibition. O89049. recombinant rTrxR1, NADPH fluorescence consumption, selenite substrate. Potency, µM (series often up to 114 µM), for the others: at the top dose activity change, negative = inhibition, usual class: inhibitors. 390,000 compounds, 1% hits. AID 588453; also: % is scaled to controls: 0 for no effect and ±100 for the full control effect; nearly all actives have a fitted effect of over 65% in size
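Rat TrxR1 (90 nM in the dispensed reagent) was pre-reduced with 400 uM NADPH for 5 min at room temperature, then incubated with compound for 15 min. After 400 uM selenite was added, NADPH fluorescence (Ex 340/Em 450 nm) was followed for 8 min.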
Tb PGK inh: inhibitors of T. brucei phosphoglycerate kinase; PGK/GAPDH coupled, Kinase-Glo luminescence, 60 min; 380,000 compounds, 0.043% hits; Potency, µM (top dose mostly 57.5 µM), for the others: at the top dose activity change, negative = inhibition, usual class: inhibitors; also: % is scaled to controls: 0 for no effect and ±100 for the full control effect; nearly all actives have a fitted effect of over 60% in size
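Recombinant glycosomal PGK reaction used 1,3-bisphosphoglycerate generated in-well by GAPDH (100nM final) in 100mM TEA pH 7.6, 5mM MgCl2, 0.01% Tween-20. After 60 minutes at room temperature, ATP was read by Kinase-Glo Plus luminescence end-point.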
Starred values were filed as active, the others as inactive; i = inactive; u = inconclusive; x = no result given; & = joins results of further samples; [ ] = remark or other dose. Unless noted, calls follow the shape of the dose curve; as a rule, active = well fitted curve in the direction sought with a large enough effect; inconclusive = small, poorly fitted or top-dose-only effect, or another doubt; inactive = no such curve, though single readings can be large; an effect the other way counts as inactive or inconclusive. Potency is read from the fitted curve at half-maximal effect. These rows are one share of the data (hit frequency here may not be typical).

Pin1 inh	HP1b chromo inh	12-LOX inh	ERG Ets-DNA blk	GLS inh	JMJD2A Tudor inh	RGS4 inhibitor	TrxR1 inh	Tb PGK inh	Compound
8%	-9%	u	11%	1%	-19%	-22%	32%[57.1 µM]	-1%	Cc1ccc(Cl)cc1N1CCN(C(=S)NCc2ccco2)CC1
-1%	28%	3%	0%	15%	-18%	14%	3%	3%	Cc1cc(C(=O)NN=C2C3CC4CC(C3)CC2C4)c2ccccc2n1
7%	21%	-23%	0%	4%	-18%	-32%	33%	11%	COc1ccc2c(c1)-c1nc(NC(=O)c3cc(Cl)ccc3OC)sc1CC2
1%	22%	3%	-4%	-4%	-16%	6%	16%	4%	CCCCNC(=O)c1[nH]c(C)c(C(C)=O)c1C
4%	25%	-30%	-9%	5%	-9%	-21%	u	i	Cc1ccccc1Nc1nnc(SCC(=O)c2c(N)n(C3CC3)c(=O)[nH]c2=O)s1
-2%	41%[activator]	0%	5%	32%	-10%	-3%	4%[57.1 µM]	-3%	COc1ccccc1OCC(=O)Nc1ccc(O)cc1C(=O)O
-3%	36%	0%	-8%	7%	-6%	-2%	21%	0%	O=C(Oc1ccc2c(c1)CCC2)N1CCOCC1
21%	45%[activator]	3%	19%	-6%	-6%	-7%	-11%	-6%	COc1cc(/C=C/C(=O)Nc2ccc(S(=O)(=O)Nc3ncccn3)cc2)ccc1OCC#N

Fetched by structure from above:
Pin1 inh	HP1b chromo inh	12-LOX inh	ERG Ets-DNA blk	GLS inh	JMJD2A Tudor inh	RGS4 inhibitor	TrxR1 inh	Tb PGK inh	Compound
21%	45%[activator]	3%	19%	-6%	-6%	-7%	-11%	-6%	COc1cc(/C=C/C(=O)Nc2ccc(S(=O)(=O)Nc3ncccn3)cc2)ccc1OCC#N
-3%	36%	0%	-8%	7%	-6%	-2%	21%	0%	O=C(Oc1ccc2c(c1)CCC2)N1CCOCC1

(listing goes on)
Pin1 inh	HP1b chromo inh	12-LOX inh	ERG Ets-DNA blk	GLS inh	JMJD2A Tudor inh	RGS4 inhibitor	TrxR1 inh	Tb PGK inh	Compound
-7%	50%[activator]	u	-2%	15%	-18%	-4%	8%[57.1 µM]	i	CS(=O)(=O)N(CCc1ccccc1)CC(=O)N1CCN(c2ccccc2)CC1
-2%	14%	1%	1%	0%	-18%	23%	4%[57.1 µM]	5%	COc1ccc(CC(=O)NC(C)CCc2ccccc2)cc1 (centres undefined)
1%	26%	u	7%	16%	-21%	0%	-19%	5%	Cc1noc(C)c1NC(=O)N(C)C[C@H]1Oc2ccc(NS(=O)(=O)c3ccccc3)cc2C(=O)N([C@H](C)CO)C[C@@H]1C
2%	44%[activator]	0%	10%	0%	-14%	-3%	14%	-11%	CCOn1c(=O)c(-c2ccc(Br)cc2)[n+]([O-])c2ccccc21
3%	48%[activator]	9%	13%	-10%	-1%	5%	5%	-12%	COc1cc(C(=O)OCC(=O)N2CCOCC2)c([N+](=O)[O-])cc1OC
-2%	14%	-9%	0%	5%	-21%	-11%	-7%	-5%	Cc1cnc(-c2nnc(N(C)C(=O)C3CCOC3)s2)cn1 (centres undefined)
-11%	-14%	-23%	-2%	2%	-21%	-25%	18µM*	-2%	COc1ccc(NC(=S)Nc2cccc([N+](=O)[O-])c2)cc1
15%	16%	6%	0%	1%	-23%	25%	38%[activator]	-2%	O=C(Cn1ccc2cc(S(=O)(=O)N3CCCCCC3)ccc21)NCCc1ccccc1Cl
0%	21%	-7%	4%	-9%	7%	-42%	9%[57.1 µM]	-9%	COc1cc(OC)cc(C(=O)N[C@H](C(=O)Nc2ccc(NC(C)=O)cc2)C(C)C)c1
-5%	47%[activator]	-5%	-11%	-3%	-16%	21%[11.4 µM]	2%	i	O=C(COc1cc2oc(=O)c3c(c2cc1Cl)CCC3)NCCN1CCOCC1
0%	44%[activator]	u	3%	-1%	-2%	7%	-4%	1%	COc1ccc(N2C(=O)CC(NC3CC3)C2=O)cc1 (centres undefined)
-2%	19%	11%	6%	-2%	-6%	34%	10%	5%	COCCCNC(=O)C1C2C=CC3(CN(Cc4ccc(C)cc4)C(=O)C13)O2 (centres undefined)
1%	17%[57 µM]	-7%	3%	62%[activator]	-3%	-16%	-9%	i	Cc1cc(CN2CCC(n3nccc3NC(=O)c3ccccc3Cl)CC2)cc(C)c1O
0%	13%	-29%	-8%	6%	-14%	-6%	14%	-2%	O=C(NOCc1ccccc1)c1cccc([N+](=O)[O-])c1
-1%	14%	-4%	-1%	-4%	-12%	18%	7%	-5%	CCOc1ccc(S(N)(=O)=O)cc1-c1nc2c(C(C)(C)C)nn(C)c2c(=O)[nH]1
0%	3%	0%	-3%	-1%	-21%	10%	11%	-4%	O=C(Cn1cc(C(F)(F)F)ccc1=O)N/N=C/c1ccc(Cl)cc1Cl
x	16%	-6%	-5%	18%	-13%	-13%	u	14%	Cc1ccc(NC2=C([N+](=O)[O-])CS(=O)(=O)C2)cc1
u	30%[activator]	28µM*	4%	0%	-33%	u	u	-5%	NC(=O)c1c(Nc2nc3c(F)cccc3s2)sc2c1CCCC2
-2%	158%[activator]	32%[activator]	-9%	-3%	30%[57.1 µM]	-37%	8%[57.1 µM]	8%	O=C(c1ccc(C(F)(F)F)cc1)n1ccc(-c2cccs2)n1
-4%	-2%	2%	5%	4%	-17%	-12%	20%[57.1 µM]	0%	Cc1nc(C)c(C(=O)NCCC(c2ccccc2)c2ccccc2)o1
12%&24%	-7%&-7%	-6%&1%	4%&0%	u	u	-19%&-7%	4%&6%	-1%	Cc1cccc(C)c1Nc1c(-c2ccccc2O)nc2ncccn12
-7%	24%	-16%	5%	-4%	1%	20%	-10%	-1%	Cc1cccc(C(=O)NCC(=O)N(C)CC(=O)Nc2ccc(N3CCOCC3)cc2)c1
-7%	u	u	7%	-9%	3.5µM*	-4%	18%[57.1 µM]	1%	CCOc1ccc(CN2CCSCC2)cc1
0%	3%	u	-11%	14%	-35%	-40%	-13%[57.1 µM]	1%	COc1cc(Br)c(-c2sc(Nc3ccccc3)n[n+]2-c2ccccc2)cc1OC
-8%	46%[activator]	u	8%	5%	32µM*	-18%	28%	i	O=C(O)CN(CC(=O)O)CC(=O)O
-7%	22%	-13%	0%	-10%	-31%	0%	35%	-3%	CCOC(=O)c1c(CN2CCOCC2)oc2ccc(OC)cc12
-6%	36%	5%	5%	-5%	0%	1%	16%	-4%	CCCCN(CCO)CCCC
0%	38%	0%	-2%	13%	-12%	13%	-12%[57.1 µM]	3%	C=COCCn1c(-c2nonc2N)nc2ccccc21
-1%	10%	-2%	-4%	0%	-5%[11.4 µM]	-27%	28%	4%	CCCc1cc(=O)[nH]c(SCC(=O)Nc2nc(-c3ccccc3)cs2)n1
u	u	-17%	1%	8%	22µM*	u	19%	x	Nc1c(-c2ccccc2)c(CSc2nc3ccccc3[nH]2)nn1-c1ccc(C(=O)O)cc1
-2%&0%	47%&49%[activator]	7%&-14%	-12%&-4%	-9%&0%	-3%&-17%	-5%&10%	14%&20%	-1%	CC(C)CC(=O)Nc1nnc(S(=O)(=O)N2CCCCCC2)s1
-7%	21%	0%	6%	-12%	-4%	14%	16%[57.1 µM]	i	COC(=O)c1cnc(N2CCOCC2)nc1C(F)(F)F
-2%	14%	-17%	7%	2%	-16%	-16%	-2%	-8%	COc1ccccc1C(=O)OCC(=O)Nc1cccc(S(=O)(=O)N2CCCC2)c1
-4%	-3%	u	6%	1%	u	9%	17%	-8%	CSc1cccc(CN2CCC(Oc3ccc(C(=O)N4CCCCC4)cc3)CC2)c1
2%	-3%	16%	8%	-3%	-14%	-5%	19%[57.1 µM]	6%	O=C(O)CSc1cn(Cc2ccccc2)c2ccccc12
0%	11%	-8%	6%	2%	-12%	-10%	5%	5%	CS(=O)(=O)Nc1cccc(C2=NN(C(=O)c3ccccc3)C(c3cccs3)C2)c1 (centres undefined)
u	42%[activator]	-2%	-3%	5%	-17%	-6%	10%[57.1 µM]	-6%	CCCCn1c(-c2ccc(Cl)c(Cl)c2)nc2cc3[nH]c(=O)c(C(C)C)nc3cc21
u	-7%	9%	11%	0%	u	-29%	u	-1%	Cc1cc(C)n2nc(-c3ccsc3-n3c(C)ccc3C)cc2n1
u	123%[activator]	-21%	-1%	1%	49%[activator]	2%	12%	5%	O=C(COC(=O)COc1ccc(Cl)cc1Br)NCCC1=CCCCC1
1%	28%	u	3%	7%	-17%	-19%	-16%[57.1 µM]	-14%	COc1ccc2[nH]c(=O)c(CN(C(=O)c3ccco3)C3CCCCC3)cc2c1
u	62%[activator]	-10%	0%	2%	-5%	-25%	6%[57.1 µM]	i	C=CCN1C(=O)/C(=C2/Sc3ccc(OC)cc3N2C)SC1=Nc1cccc(O)c1
-1%	42%[activator]	-12%	1%	5%	-9%	-27%	16%[57.1 µM]	-1%	O=C(NCc1ccco1)c1ccc(COc2ccc(Cl)cc2)cc1
-8%	0%	4%	11%	-9%	-12%	10%	-12%	-4%	Cc1ccc(C(=O)N2CCCC(Nc3ccc(C)c(C)c3)C2)c(=O)[nH]1 (centres undefined)
-3%	45µM*	u	-2%	8%	3.2µM*	-4%	5%	-2%	O=C(c1cccs1)N1CCN(CCCc2ccccc2)CC1
-9%	20%	-15%	0%	8%	0%	1%	5%[57.1 µM]	9%	COc1ccc(C2N3CC4(C)CN2CC(C)(C3)C4O)cc1OC (centres undefined)
2%	u	8%	-3%	-4%	u	-14%	12%	i	Cc1ccc(Nc2ccc(S(=O)(=O)N3CCOCC3)cc2[N+](=O)[O-])cc1C
